Screening results deposited in PubChem by several laboratories.
UTI89 phage lysis: inhibition of K1F phage lysis, E. coli UTI89, bacterial capsule biogenesis inhibitors, alamar blue (AID 488966) | E. coli UTI89 K1F phage lysis, alamar blue, 2 h; higher % means a stronger effect | inhibition, % at 100 µM, or IC50 in µM where a hit was titrated | 0.02% of 340,000 active;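 active = phage lysis inhibition, versus mean bacterial control, above a set limit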;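 note: capsule biogenesis inhibitors block K1F phage lysis so surviving cells raise fluorescence; higher fluorescence means more inhibition of phage lysis; actives were called in the ten point dose series up to 300 µM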
GPR55 LPI antagonism: GPR55 antagonists blocking LPI-driven arrestin recruitment, primary screen, imaging, U2OS, beta-arrestin-GFP, LPI agonist (AID 2013). 0.13% of 290,000 active. U2OS GPR55 beta-arrestin-GFP translocation imaging, LPI antagonism; higher % means a stronger effect. inhibition, % at 10 µM, or IC50 in µM where a hit was titrated;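 active = spots per cell inhibited over 60%, with over 100 cells counted and total cytoplasm intensity under 500,000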;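 note: U2OS cells stably carrying GPR55 and arrestin-GFP stimulated by 5 µM LPI near EC80; imaged beta-arrestin-GFP aggregate spots per cell after agonist stimulation; plate controls were LPI-stimulated DMSO wells for no effect and DMSO wells without LPI for full effect; some results filed as inactive read as strong as hits; confirmed hits need IC50 under 10 µM and bright autofluorescent wells are also inconclusive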
NTR1 ag: agonists of NTR1, primary screen, imaging, U2OS cells, beta-arrestin-GFP, high content (AID 493036); Neurotensin receptor type 1 (Homo sapiens), P30989; NTR1-U2OS beta-arrestin-GFP spot imaging, agonist mode; activation, % at 20 µM; 0.17% of 330,000 active;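 active = activation at or above 40% of the spot to cytoplasm intensity ratio, with at least 20 cells analyzed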;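 note: 0% = DMSO without peptide and 100% = 100 nM NTR1 peptide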
Target sequence (P30989 whole entry, looked up): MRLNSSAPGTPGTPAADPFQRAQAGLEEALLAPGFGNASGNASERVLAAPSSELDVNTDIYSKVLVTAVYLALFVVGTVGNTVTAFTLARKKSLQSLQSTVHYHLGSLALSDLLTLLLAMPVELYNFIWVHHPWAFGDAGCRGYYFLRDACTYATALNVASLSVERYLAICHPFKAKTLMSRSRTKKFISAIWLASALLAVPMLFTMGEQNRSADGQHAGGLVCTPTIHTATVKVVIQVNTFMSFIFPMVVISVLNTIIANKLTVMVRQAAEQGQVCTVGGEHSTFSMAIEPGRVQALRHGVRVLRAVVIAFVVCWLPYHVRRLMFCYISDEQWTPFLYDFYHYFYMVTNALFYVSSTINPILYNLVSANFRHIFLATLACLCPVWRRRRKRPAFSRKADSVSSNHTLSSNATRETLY
GPR55 beta-arrestin: GPR55 agonists via beta-arrestin recruitment, primary screen, imaging, U2OS cells, beta-arrestin-GFP redistribution (AID 1961); U2OS GPR55 beta-arrestin-GFP redistribution imaging; higher % means a stronger effect; G-protein coupled receptor 55 (Homo sapiens); one-dose activation, % at 10 µM; EC50 in µM for titrated hits; 0.048% of 290,000 active;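 active = activation above 40% with more than 50 cells counted in the well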;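 note: U2OS osteosarcoma cells stably expressing GPR55 and beta-arrestin-GFP; plate controls were DMSO negative control for no effect and LPI positive control for full effect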
NOD1 inhibition: NOD1 signaling inhibitors, primary screen, cell-based, luminescence, uHTS (AID 1578); NOD1-driven NF-kB luciferase reporter cells, luminescence; higher % means a stronger effect; one-dose inhibition, % at 4 µM; EC50 in µM for titrated hits; 1% of 290,000 active; in the data active = inhibition mostly above about 36%, no sharp cut-off; inactive = mostly below about 34%;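 note: HEK-293T reporter cells stimulated with the NOD1 agonist gamma-tri-DAP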
KOR beta-arrestin-1: KOR agonists, beta-arrestin recruitment, primary screen, cell-based, luminescence, uHTS (AID 1777); activation, % at 10 µM, or EC50 in µM where a hit was titrated; KOR beta-arrestin recruitment, luminescence; higher % means a stronger effect; 0.02% of 280,000 active; in the data active = activation above about 50%, passing the limit was not always enough; note: a part of the inactive calls stands beside numbers as strong as those of hits
GPR35 antagonists: GPR35 antagonists blocking zaprinast-driven arrestin recruitment, primary screen, imaging, U2OS, beta-arrestin-GFP, zaprinast agonist (AID 2058); U2OS GPR35 beta-arrestin-GFP translocation imaging, zaprinast antagonism; higher % means a stronger effect; inhibition, % at 10 µM; hits with a dose series show IC50 in µM; 0.052% of 290,000 active;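 active = inhibition of at least 50% with at least 30 cells and total cytoplasm GFP at most 10,000,000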
MgcRacGAP inhibition: MgcRacGAP GTPase-activating activity inhibitors, confirmation, biochemical, ADP Hunter fluorescence; Rac GTPase-activating protein 1 (Homo sapiens); MgcRacGAP-stimulated Rac1 GTP hydrolysis, ADP Hunter fluorescence; higher % means a stronger effect; GST-tagged Rac1 F28L mutant substrate; inhibition, % at 30 µM, or IC50 in µM where a hit was titrated; 0.6% of 340,000 active; AID 624330, 2012;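 active = first-screen hits whose inhibition reached a set limit at any dose in the follow-up dose series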;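 note: fluorescence reports GDP produced by GAP-driven GTP hydrolysis; strong numbers were not always called active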
KOR beta-arrestin-2: KOR antagonists, beta-arrestin recruitment, cell-based, luminescence, uHTS (AID 1778). Kappa-type opioid receptor (Homo sapiens). KOR beta-arrestin recruitment, luminescence, antagonist mode; higher % means a stronger effect. one-dose inhibition, % at 10 µM; IC50 in µM for titrated hits. 0.091% of 290,000 active; in the data active = inhibition above about 50%; note: strong numbers were not always called active
NTR1 ag cell count 20 µM: recorded beside NTR1 ag, whose call it bears; cell count; measured here: cell count, cytotoxicity flag
* marks the source's active call; other numbers are inactive results; nt = not tested or not shown; [ ] = remark or other dose. The list is partial, so the mix of outcomes need not match the whole.

SMILES	UTI89 phage lysis	GPR55 LPI antagonism	NTR1 ag	NTR1 ag cell count 20 µM	GPR55 beta-arrestin	NOD1 inhibition	KOR beta-arrestin-1	GPR35 antagonists	MgcRacGAP inhibition	KOR beta-arrestin-2
Cc1ccc(S(=O)(=O)N(C)c2ccc(C(=O)Nc3cccc(C)n3)cc2)cc1	0.3%[50 µM]	14%	4.7	63	-0.1%	-5%	-1.6%	2%	8%	16%
COc1ccc2nc(Cl)c(/C=N/Nc3ccccn3)cc2c1	0.2%	-4%	0.9	43	0.2%	-24%	19%	0%	4%	-26%
CCOC(=O)N1CCN(C(=O)c2ccc3c(=O)n(CC4CCCO4)c(=S)[nH]c3c2)CC1 (stereo not given)	-0.3%	8%	-0.4	83	-0.1%	4%	-1.6%	3%	2%	27%
CCCNC(=O)CN1C(=O)NC(c2ccccc2)(c2ccccc2)C1=O	1.7%	1%	0.0	62	0.7%	-41%	6.6%	4%	3%	-67%
CCOC(=O)C1(CCCc2ccccc2)CCN(C(=O)COC)CC1	0.6%[50 µM]	-6%	-0.5	60	0.5%	-8%	1.3%	-18%	0%	2%
CCCC12CN3CCN(CC(C3)/C1=N\NC(=O)c1ccc(C(C)(C)C)cc1)C2	0.9%	5%	-0.6	67	0.2%	-18%	-5.2%	3%	2%	19%
Cc1ccc(S(=O)(=O)N2CCCN(C)CC2)cc1	0.0%	5%	-0.7	104	-0.1%	-3%	-4.5%	-4%	11%	-12%
COc1cc(/C=N/NC(=O)c2ccncc2)ccc1OCC(=O)Nc1cccc([N+](=O)[O-])c1	-0.1%	-2%	-0.7	48	-0.2%	-63%	0.4%	-7%	-4%	-2%
O=c1cc(C(F)(F)F)c2sc(N3CCCCC3)nc2[nH]1	-0.6%	-4%	3.7	55	-0.3%	9%	3.3%	10%	0%	-16%
O=C(Cn1cnc2ccccc21)N/N=C/c1ccco1	0.2%	1%	-2.5	85	-0.2%	12%	nt	-6%	6%	nt
C=CCS(=O)(=O)N1CCCC(N(C)CCc2ccc(OC)c(OC)c2)C1 (stereo not given)	0.2%	2%	0.0	68	-0.2%	-19%	-3.4%	1%	2%	0%[20 µM]
Cc1ccc(C(=O)N2CCN(c3ccccc3)CC2)cc1S(=O)(=O)N1CCOCC1	0.0%	0%	-0.1	57	-0.1%	-6%	0.7%	2%	9%	3%
Cc1cccc(NC(=O)/C(C#N)=C\c2ccc(C(=O)O)cc2)c1	0.2%	4%	-0.9	86	-0.2%	-43%	-1.0%	-5%	16%	-2%
CCOc1ccccc1N1CCN(S(=O)(=O)c2cc(C)ccc2OC)CC1	-3.5%	4%	2.0	44	-0.1%	-18%	nt	12%	5%	-34%[20 µM]
COc1ccccc1C(=O)Oc1cc(C)[nH]c(=O)c1[N+](=O)[O-]	0.2%	-10%	3.4	72	0.0%	-31%	-0.4%	-4%	15%	-4%
Cc1ccc2cccc(SCC(=O)NCC#N)c2n1	0.9%[50 µM]	12%	-1.1	75	0.4%	-3%	-2.6%	-1%	6%	2%
COc1cc(OC)cc(C(=O)NC(=S)Nc2ccc(N3CCCC3)cc2)c1	-0.4%	8%	8.4	60	0.1%	10%	1.3%	-12%	4%	31%
CN1C(=O)NC2(O)C(=O)c3ccccc3C12O (stereo not given)	5.2%	12%	-1.0	39	0.1%	-6%	-5.2%	-14%	6%	18%
O=C(NS(=O)(=O)c1ccccc1)c1ccccc1F	-0.5%	8%	-1.7	40	-0.2%	2%	-0.5%	4%	7%	22%
CC(C)(C)C(=O)NC(=C(Cl)Cl)P(=O)(O)O	3.6%	13%	-0.8	73	-0.1%	12%	4.3%	14%	3%	-27%
Cn1cc(S(=O)(=O)CC(=O)Nc2ccc(Br)cc2)c2ccccc21	0.0%	2%	-1.4	84	-0.1%	0%	-3.7%	2%	13%	-6%
O=C(c1ccco1)N1CCN(Cc2ccccc2F)CC1	-0.3%	16%	1.1	69	-0.1%	46%	-0.7%	14%	29%	29%
Cc1ccc(NC(=O)c2sc(N)nc2-c2ccc([N+](=O)[O-])cc2)cc1C	1.7%[50 µM]	-10%	-1.5	58	-0.2%	-6%	13%	8%	10%	4%
CCCc1nnc(NC(=O)CCC(=O)NCc2ccc(OC)cc2)s1	-2.0%	-6%	-0.6	37	-0.3%	-7%	1.8%	1%	0%	-25%
OC12CC3C[C@H](C1)C(N1CCOCC1)[C@@H](C3)C2 (stereo not given in full)	0.1%	2%	0.0	52	-0.2%	-24%	-2.0%	-1%	-5%	-19%
CCOCCCNC(=O)C1CCCN1C(=O)NC1CCCCC1 (stereo not given)	0.7%	1%	0.4	100	0.2%	-13%	4.9%	4%	4%	26%
CN(C)/C=N/NC(=O)C1Cc2c(ccc3ccccc23)O1 (stereo not given)	0.1%	-7%	-0.6	88	-0.1%	-11%	-3.8%	2%	13%	-1%
O=C(c1cc(-c2cccc(O)c2)on1)N1CCc2ccccc2C1	0.6%	-4%	2.4	45	-0.3%	-22%	-0.8%	-7%	-1%	-9%
CC1CCc2c(sc3nc(CN4CCOCC4)nc(NS(=O)(=O)c4cccc([N+](=O)[O-])c4)c23)C1 (stereo not given)	-0.2%	0%	6.5	81	-0.1%	24%	0.2%	-11%	9%	2%
COc1ccc(C(=O)c2sc3nc(-c4ccc(OC)cc4)ccc3c2N)cc1	0.3%	2%	-0.4	71	0.1%	-19%	6.0%	-6%	-14%	-14%
c1ccc(-c2nnc(CN3CCCc4ccccc43)o2)cc1	1.1%	-10%	-1.1	47	-0.1%	-24%	-0.4%	16%	8%	-32%
Cc1cccc(-n2ncc(C(=O)NC3CCCC3)c2C2CCN(C(=O)OC(C)(C)C)CC2)c1	-2.7%	-5%	-0.3	61	-0.2%	-17%	1.0%	-8%	0%	-12%
CN1CCN(C(=O)c2ccc(Oc3ccc([N+](=O)[O-])cc3)cc2)CC1	0.2%	-9%	1.9	49	-0.2%	23%	7.1%	13%	7%	-30%
O=C(CC(C(=O)O)c1ccc(F)cc1)c1ccc(Cl)cc1 (stereo not given)	0.1%	-4%	0.4	71	0.0%	0%	6.5%	-12%	4%	-2%
CCN1CCN(CCNC(=O)CS(=O)(=O)Cc2nc(-c3ccc(C)cc3)oc2C)CC1	3.0%	-1%	-0.2	84	-0.1%	0%	-0.8%	-6%	9%	-4%
CCS(=O)(=O)Nc1ccc(-c2nc3cccnc3s2)cc1	0.4%	3%	-2.0	52	0.3%	-6%	2.6%	-8%	2%	-7%
COc1ccc(CCNC(=O)C2C3CCC(C3)C2C(=O)O)cc1OC (stereo not given)	-0.7%	6%	1.1	70	-0.1%	-8%	-3.8%	-3%	16%	-2%
CCOc1cc(C(N)=O)cc(Br)c1OC	0.0%	-7%	-0.1	83	-0.4%	30%	2.6%	-4%	1%	-29%
Cc1ccc(NC(=O)CN2C(=O)N/C(=C/c3ccc(C)o3)C2=O)cc1	-0.6%	14%	0.8	33	0.0%	-3%	2.9%	4%	4%	4%
CN(C=O)CP(=O)(O)CN1CCCCC1	nt	1%	nt	nt	-0.1%	-2%	3.8%	-6%	nt	-44%

Continued; it opens with the 3 that closed the last part.
SMILES	UTI89 phage lysis	GPR55 LPI antagonism	NTR1 ag	NTR1 ag cell count 20 µM	GPR55 beta-arrestin	NOD1 inhibition	KOR beta-arrestin-1	GPR35 antagonists	MgcRacGAP inhibition	KOR beta-arrestin-2
CCOc1cc(C(N)=O)cc(Br)c1OC	0.0%	-7%	-0.1	83	-0.4%	30%	2.6%	-4%	1%	-29%
Cc1ccc(NC(=O)CN2C(=O)N/C(=C/c3ccc(C)o3)C2=O)cc1	-0.6%	14%	0.8	33	0.0%	-3%	2.9%	4%	4%	4%
CN(C=O)CP(=O)(O)CN1CCCCC1	nt	1%	nt	nt	-0.1%	-2%	3.8%	-6%	nt	-44%
Cc1noc(C)c1C(=O)N1CCCC(C(=O)c2cccc(C(F)(F)F)c2)C1 (stereo not given)	-0.7%	3%	0.0	48	0.2%	-40%	4.8%	2%	4%	-19%
CN(C)C(=O)c1ccc(NC(=O)c2ccccc2Sc2ccccc2C#N)cc1	0.9%[50 µM]	6%	-0.6	54	0.2%	-13%	-0.4%	2%	-3%	7%
Cc1cc(=O)[nH]c(N/N=C/c2c(C)nn(-c3ccccc3Cl)c2Cl)n1	0.5%	-5%	0.2	54	0.5%	-74%	3.5%	13%	9%	-110%
CC1CCCC(C)N1C(=O)COC(=O)c1ccc[nH]c1=O (stereo not given)	0.6%	7%	-0.2	66	-0.1%	-21%	-1.3%	-3%	-1%	-3%
Cc1cccc(NC(=S)NC(=O)/C=C/c2ccco2)n1	-0.2%	-11%	-0.3	50	-0.1%	-26%	2.7%	-19%	9%	4%
COc1ccccc1N1CCN(S(=O)(=O)c2ccc(-c3cnc(C4CC4)o3)cc2)CC1	0.3%	-12%	2.9	55	0.3%	29%	0.5%	-3%	14%	-33%
O=C(NCc1cccs1)c1nn2cccnc2c1Cl	0.2%	-4%	-0.4	47	-0.2%	-27%	-1.8%	-3%	14%	36%
CCOc1cc(N2CCOCC2)c(OCC)cc1NC(=O)c1ccc(C)s1	-1.2%	18%	0.1	40	0.3%	-2%	-4.7%	0%	71µM*	-18%
COc1cc(Nc2ccccc2Cl)c([N+](=O)[O-])nc1[N+](=O)[O-]	-1.7%	15%	2.1	59	0.0%	-12%	-4.8%	-1%	2%	15%
COc1cc(OC)cc(-c2nnc(SCC(=O)N3CCCC3)o2)c1	0.6%	10%	1.5	51	0.3%	-31%	2.0%	2%	6%	-18%
CC1(C)CC(C(N)=S)CCO1 (stereo not given)	-0.3%	11%	0.5	44	-0.2%	1%	1.1%	-3%	1%	15%
O=C(NCCN1CCCc2ccccc21)C1CCC(=O)N(CCc2ccccc2)C1 (stereo not given)	0.9%[50 µM]	-3%	-0.2	48	-0.1%	-30%	1.8%	2%	9%	16%
Cc1nn(-c2ccccc2)c(C)c1NC(=O)c1ccc(S(=O)(=O)N2CCCC2)cc1	3.1%	4%	0.3	47	-0.2%	-21%	9.4%	-9%	9%	-32%
Cc1ccc(-n2ncc3c2CCCC3NC(=O)CCn2ccnc2C)cc1C (stereo not given)	-0.2%	-16%	-0.3	60	0.2%	-8%	-2.0%	-1%	6%	-6%
COc1cc(S(=O)(=O)N2CCCCC2)ccc1NC(=O)c1ccccc1Cl	2.0%[50 µM]	15%	1.3	54	-0.3%	-22%	-2.9%	-7%	3%	-1%
